# Screening data (PubChem BioAssay)
# HCV core dimer: HCV core protein dimerization inhibition; TR-FRET GST/Flag-core106 dimerization, 1536-well; inhibition, % at 5 µM; actives 0.33% (n = 300,000);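 active means inhibition above the mean of all tested compounds plus 3 SD, set per screening campaign, cut at about 45% in these data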
#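 assay system = GST-tagged and Flag-tagged HCV core protein residues 1-106 | controls = unlabelled core106 and no-GST-core106 wells | incubation = compound-protein-antibody incubation 4 h at 22.5 °C | probe or stimulus = Eu donor and XL665 acceptor anti-tag antibodies | read-out = % inhibition based on acceptor/donor emission ratio | signal = TR-FRET 671 and 617 nm emission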
# PP1 inh: blocks human PP1-alpha phosphatase, a PP5 counter-screen; actives 0.9% (n = 320,000); purified PP1alpha, OMFP fluorescence; inhibition, % at 6.7 µM; P62136;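 active means inhibition above the mean inhibition of all tested compounds plus 3 SD, computed separately for each screening campaign, cut at about 15% in these data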
# Target sequence (P62136 whole entry, looked up): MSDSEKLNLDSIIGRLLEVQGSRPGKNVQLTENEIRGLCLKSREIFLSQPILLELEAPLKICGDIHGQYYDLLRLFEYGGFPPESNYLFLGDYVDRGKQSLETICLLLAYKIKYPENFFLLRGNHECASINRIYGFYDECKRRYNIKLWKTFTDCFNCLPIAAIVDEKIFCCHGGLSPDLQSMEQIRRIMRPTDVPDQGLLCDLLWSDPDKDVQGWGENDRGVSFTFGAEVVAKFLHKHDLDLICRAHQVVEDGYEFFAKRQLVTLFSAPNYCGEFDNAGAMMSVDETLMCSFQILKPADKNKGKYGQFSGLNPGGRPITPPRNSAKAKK
# EBNA-1 inhibitor: blocks EBNA-1 binding to DNA; EBNA-1 DNA binding, fluorescence polarization; actives 0.34% (n = 300,000); AID 1950; inhibition, % at 14.8 µM; in the data active means inhibition above about 28%
# Fh CTSL1 inh: cathepsin L1 inhibition, PFM18AAP counter-screen | recombinant F. hepatica cathepsin L1, Z-Leu-Arg-MCA fluorescence | inhibition, % at 5.96 µM | actives 0.49% (n = 300,000) | AID 1906;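 active means inhibition above the mean of all tested compounds plus 3 SD, set per screening campaign, cut at about 17% in these data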;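 further: 0% = plate median of test compound wells and 100% = 1 µM Z-Phe-Ala-diazomethylketone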
# GASC-1 inh: blocks human GASC-1 demethylase activity; AID 2099; Q9H3R0; actives 0.069% (n = 330,000); inhibition, % at 2.35 µM; GST-JMJD2C(1-420) H3K9me3 demethylation, DELFIA europium;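 active means more than half of a compound's replicate wells show inhibition beyond 50%, single wells judged on their own value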;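 further: signal counts dimethyl H3K9 product captured on neutravidin plate; 0% = median of DMSO wells and 100% = 0.3 times that DMSO median; strong numbers were not always called active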
# Target sequence (Q9H3R0 1-420 limits assumed): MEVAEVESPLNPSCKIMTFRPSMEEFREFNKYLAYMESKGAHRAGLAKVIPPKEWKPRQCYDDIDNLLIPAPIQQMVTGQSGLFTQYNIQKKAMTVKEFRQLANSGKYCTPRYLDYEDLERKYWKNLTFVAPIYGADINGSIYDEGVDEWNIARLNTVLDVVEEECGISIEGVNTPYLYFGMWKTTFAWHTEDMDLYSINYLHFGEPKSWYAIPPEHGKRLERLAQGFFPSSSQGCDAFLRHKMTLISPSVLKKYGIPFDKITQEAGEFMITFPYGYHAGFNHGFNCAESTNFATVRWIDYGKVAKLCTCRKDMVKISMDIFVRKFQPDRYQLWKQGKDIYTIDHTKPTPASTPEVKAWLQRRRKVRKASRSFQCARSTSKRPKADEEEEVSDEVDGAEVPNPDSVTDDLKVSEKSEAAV
# TPT1 inhibitor: blocks Candida albicans tRNA 2'-phosphotransferase | inhibition, % at 5 µM | recombinant caTPT1, FP RNA substrate dephosphorylation | actives 0.81% (n = 300,000);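 active means inhibition above the mean of all tested compounds plus 3 SD, set per screening campaign, cut at about 24% in these data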;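 further: plate controls were DMSO alone for no effect and ferristatin control at 100 nM for full effect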
# ZTA counter: blocks Epstein-Barr virus ZTA, an EBNA-1 counter-screen. P03206. ZTA-DNA binding, fluorescence polarization. inhibition, % at 11 µM. actives 0.15% (n = 320,000). AID 2234; in the data active means inhibition above about 33%
# Target sequence (P03206 whole entry, looked up): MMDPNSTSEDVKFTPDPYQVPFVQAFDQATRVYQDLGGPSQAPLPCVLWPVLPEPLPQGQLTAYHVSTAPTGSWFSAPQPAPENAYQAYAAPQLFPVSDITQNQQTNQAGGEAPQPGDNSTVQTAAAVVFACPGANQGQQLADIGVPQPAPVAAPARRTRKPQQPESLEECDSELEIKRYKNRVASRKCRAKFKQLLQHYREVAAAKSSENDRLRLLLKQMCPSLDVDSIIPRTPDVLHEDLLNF
# CR mimetic SO: lowers age-related superoxide in aged yeast cells; S. cerevisiae aged cells, superoxide DHE fluorescence; stronger effect = lower value; superoxide response (% of plate mean), % at 10 µM; actives 0.18% (n = 330,000);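 active means superoxide response under a set limit, about three screen SD below normal, cut at about 65% in these data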;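 further: yeast aged for seven days with compound at 30 °C before DHE staining; 100% = average MFI of all compound-treated wells on the plate with controls excluded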
# PP5 primary: inhibitors of human protein phosphatase 5 (PP5); P53041; purified PP5c, OMFP substrate fluorescence; AID 1987; inhibition, % at 6.7 µM; actives 0.18% (n = 320,000);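 active means inhibition above the campaign's mean inhibition across all tested compounds plus 3 SD, cut at about 9.5% in these data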;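 further: 0% = DMSO only and 100% = 100 µM cantharidin control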
# The depositor's hits bear a star; x = no result given.
# Second line of a record – HCV core dimer, PP1 inh, EBNA-1 inhibitor, Fh CTSL1 inh, GASC-1 inh, TPT1 inhibitor, ZTA counter, CR mimetic SO, PP5 primary
1. CC(=O)c1ccc(OCCCC(=O)Nc2cccc(S(=O)(=O)N(C)C)c2)cc1
→ -2, -2, 3, 6, 1, -2, -1, 85, 0.8
2. NC(=O)c1cnn2c(C(F)(F)F)cc(-c3ccccc3)nc12
→ 1, -4, -4, -1, 1, -4, -2, 103, 0.1
3. C=CCSC1=C(C#N)C(c2ccc(OCC)cc2)CC(=O)N1 (centres undefined)
→ 9, 0, 1, 1, -18, 1, -3, 102, -0.4
4. COc1ccc(NC(=O)CC(c2ccc(F)cc2)c2ccc(OC(C)C)cc2)cc1 (centres undefined)
→ 21, -2, 2, 0, -4, 1, 1, 93, 1.6
5. COC(=O)c1sccc1S(=O)(=O)Nc1ccc(N2CCCCC2)cc1
→ -1, 0, 9, -10, -27, -1, -20, 91, 1.1
6. COc1cc(NC(=O)C2COc3ccccc3O2)c(OC)cc1Cl (centres undefined)
→ 3, 0, 3, 3, 0, -3, 4, 102, 3.1
7. CNC(=O)C1=C(C)Nc2nc3ccccc3n2C1c1ccc(F)cc1 (centres undefined)
→ 0, -3, 17, -5, -11, 0, 28, 116, -0.4
8. Cc1cc(C)cc(OCCN2CCOCC2)c1
→ 7, -1, -3, -1, -6, -2, 18, 104, 1.0
9. CC1(C)CC2(CCO1)OC(=O)CC2C(=O)Nc1c(Cl)cccc1Cl (centres undefined)
→ 0, -4, 10, 3, -27, 0, 7, 92, -1.6
10. O=C(Nc1nccs1)C1CCCN1/C=C/C(=O)C(F)(F)F (centres undefined)
→ 1, 0, -1, 3, -7, 0, 9, 110, 0.8
11. CCOC(=O)CCc1c(C)c(C#N)c2[nH]c3ccccc3n2c1=O
→ -21, 3, 7, 4, -5, -1, 4, 97, 0.3
12. CCOCCCNS(=O)(=O)c1ccc(NC(=O)c2ccc([N+](=O)[O-])cc2Cl)cc1
→ -3, 0, 14, 1, 4, -2, -10, 112, -0.3
13. COc1ccccc1NC(=O)CSc1ccc(-c2ccc(-n3ccnc3)cc2)nn1
→ 9, 12, -1, -3, 10, 3, -1, 99, 0.7
14. O=C(NCc1ccccn1)/C(=C/c1ccco1)NC(=O)c1ccccc1
→ -1, -2, 3, 3, 9, 0, -7, 100, 0.1
15. O=c1c(C/C=C/c2ccccc2)c(O)ccn1CCc1c[nH]c2ccccc12
→ 6, 1, 4, 2, 0, 0, 6, 107, -0.9
16. CCCCn1c(N)c(N(CC)C(=O)c2c(CC)noc2C)c(=O)[nH]c1=O
→ -8, -9, -2, 1, -1, 0, -3, 107, -1.4
17. CCn1c(=O)n(CC)c2cc(NC(=O)CSc3ccc([N+](=O)[O-])cn3)ccc21
→ 7, -1, 1, 0, 0, -2, -10, 110, 2.7
18. Cc1c(C)n(CCc2ccccc2)c2ncnc(NCCCO)c12
→ 2, -3, 2, -8, -2, 0, 6, 95, 0.9
19. O=C(O)c1ccccc1N1C(=O)C2C3CCC(C3)C2C1=O (centres undefined)
→ -1, -1, -4, -3, -1, -1, -1, 108, -1.8
20. CC(C)CC(=O)Nc1ccc(C(=O)NN2C(=O)c3ccccc3C2=O)cc1
→ -1, 2, -4, -2, 0, -2, -8, 97, 0.9
21. COc1ccccc1NC1=C(Cl)C(=O)N(c2ccccc2)C1=O
→ 2, -2, -1, 1, -1, -2, 5, 113, 3.7
22. Cc1cc(C)nc(SCc2ccc(C(=O)N/N=C/c3ccc(C(=O)O)cc3)cc2)n1
→ -2, -2, 2, 9, 10, -3, 5, 115, -0.2
23. COCCNC(=O)CN1N=C(c2ccc(OC)cc2)CCC1=O
→ 4, -4, 4, -1, -6, 1, 12, 91, 0.8
24. O=C(c1nn2c(C(F)(F)F)cc(-c3ccccc3)nc2c1Cl)N1CCOCC1
→ -1, -1, -5, -2, -4, 0, 14, 107, 2.2
25. Cc1ccc(NC(=O)NCc2ccc3c(c2)OCO3)c(C)c1
→ -6, -7, -8, -7, 28, 3, 0, 109, 1.1
26. CC1C/C(=C/c2ccccn2)C(=O)/C(=C/c2ccccn2)C1 (centres undefined)
→ 7, 2, -1, -3, 9, -2, -9, 105, 3.9
27. O=C(Nc1cccc(/C=C/c2ccccn2)c1)c1cc(Cl)ccn1
→ 18, 4, 4, 2, -6, 5, 11, 121, 0.6
28. COc1ccccc1C(=O)NCC(=O)n1nc(C)cc1C
→ -4, -4, -1, 4, -36, -3, 4, 90, -3.1
29. O=C(NN1C(=O)c2ccccc2NC1c1ccccc1OCc1ccccc1)c1ccncc1 (centres undefined)
→ 3, 4, -3, 0, 2, -1, 17, 94, 3.4
30. Cc1cc([N+](=O)[O-])nn1CC(=O)N/N=C/c1ccccc1Br
→ -3, -2, -4, -3, -1, -1, -6, 100, -0.2

# Part of the list above, set out differently.
27: O=C(Nc1cccc(/C=C/c2ccccn2)c1)c1cc(Cl)ccn1
28: COc1ccccc1C(=O)NCC(=O)n1nc(C)cc1C
29: O=C(NN1C(=O)c2ccccc2NC1c1ccccc1OCc1ccccc1)c1ccncc1 (centres undefined)
entry no.	27	28	29
HCV core dimer	18	-4	3
PP1 inh	4	-4	4
EBNA-1 inhibitor	4	-1	-3
Fh CTSL1 inh	2	4	0
GASC-1 inh	-6	-36	2
TPT1 inhibitor	5	-3	-1
ZTA counter	11	4	17
CR mimetic SO	121	90	94
PP5 primary	0.6	-3.1	3.4

# Returning to the listing with the 5 entries that preceded the break.
# Second line of a record – HCV core dimer, PP1 inh, EBNA-1 inhibitor, Fh CTSL1 inh, GASC-1 inh, TPT1 inhibitor, ZTA counter, CR mimetic SO, PP5 primary
26. CC1C/C(=C/c2ccccn2)C(=O)/C(=C/c2ccccn2)C1 (centres undefined)
→ 7, 2, -1, -3, 9, -2, -9, 105, 3.9
27. O=C(Nc1cccc(/C=C/c2ccccn2)c1)c1cc(Cl)ccn1
→ 18, 4, 4, 2, -6, 5, 11, 121, 0.6
28. COc1ccccc1C(=O)NCC(=O)n1nc(C)cc1C
→ -4, -4, -1, 4, -36, -3, 4, 90, -3.1
29. O=C(NN1C(=O)c2ccccc2NC1c1ccccc1OCc1ccccc1)c1ccncc1 (centres undefined)
→ 3, 4, -3, 0, 2, -1, 17, 94, 3.4
30. Cc1cc([N+](=O)[O-])nn1CC(=O)N/N=C/c1ccccc1Br
→ -3, -2, -4, -3, -1, -1, -6, 100, -0.2
31. Cc1ccc(OC(=O)CCC(=O)Nc2ccc(Br)cc2)cc1
→ -5, -1, 3, -2, 0, -2, 5, 99, -1.1
32. Cc1ccc(C)c(NC(=O)CCN2CCOCC2)c1
→ -5, -4, -6, 10, 7, 0, 6, 102, -1.8
33. O=C(Cc1c(F)cccc1Cl)NNC(=O)c1ccncc1
→ x, -1, x, x, 10, x, -20, 80, -0.7
34. COC(=O)C1CCN(C(=O)COC(=O)c2oc3ccccc3c2C)CC1
→ 2, -6, 10, 3, 5, -2, 27, 106, -1.1
35. O=C(CN1C(=O)NC2(CCCC2)C1=O)OCc1ccc(F)cc1
→ 0, -8, 6, -5, 7, 1, 6, 98, -1.2
36. CC(CN1CCCCC1)OC(=O)Cc1ccc(Cl)cc1 (centres undefined)
→ -3, -5, 6, -2, 3, -3, 15, 97, -0.2
37. CCN1CCN(c2ncc(C(=O)Nc3c(F)cc(F)cc3Br)c3ccccc23)CC1
→ -3, -1, 8, 0, 16, -2, 0, 96, 1.2
38. CSc1oc(-c2ccccc2)nc1C(N)=O
→ -2, 3, 1, -1, -2, -2, 1, 82, 3.1
39. C=C(C)Cn1c(C(C)NC(=O)CCC)nc2ccccc21 (centres undefined)
→ -3, 0, -6, -2, x, 2, -1, 96, 4.3
40. CC(C)(C)n1nnnc1C(c1cccc(C#N)c1)N1CCCCCC1 (centres undefined)
→ 0, 0, 13, 2, 55, -1, 1, 111, 0.9
41. O=C1C(Cl)=C(NCC2CCCO2)C(=O)N1C1CCCCC1 (centres undefined)
→ 8, 3, -3, 1, 18, -1, 11, 107, 0.7
42. Cc1cc(NC(=O)c2ccc(Cl)cc2)cc(C)c1OCC(=O)N1CCOCC1
→ 4, -2, 1, 1, 0, -1, -4, 112, 3.1
43. CC1CC(=O)N(CC(=O)Nc2ccc3c(c2)OCO3)c2ccccc2S1 (centres undefined)
→ -3, 0, 3, -1, -2, -1, 8, 112, -0.8
44. c1nnc(NC2=NCCC2)s1
→ 4, -2, -22, -6, 3, 2, -15, 81, 2.1
45. O=C(NN=C1CCCCCC1)c1ccc2c(c1)OCO2
→ -3, -3, -5, 0, -22, -8, 0, 101, 2.4
46. CC(C)C[C@@H](CN(N=O)[C@@H](Cc1ccccc1)CN(C)N=O)N(CCc1ccccc1)N=O
→ -8, 0, -3, 2, 3, -7, 0, 102, 0.5
47. Cc1cc(N)n(-c2ncnc3scc(-c4ccc(Cl)cc4)c23)n1
→ 6, 3, -15, 3, 4, 2, 9, 101, 2.2
48. CCCc1nc2ccccc2c(C(=O)OCC(=O)c2ccc3c(c2)NC(=O)CO3)c1CC
→ 3, 5, -9, -3, 8, -1, 0, 106, 0.5
49. COc1ccccc1NC(=O)C(C)OC(=O)CCCc1c[nH]c2ccccc12 (centres undefined)
→ 2, 9, 1, -16, 5, 2, -8, 91, 2.0
50. COc1ccc(C2/C=C\CN(Cc3ccc(N(C)C)cc3)CC(=O)N2Cc2ccc(F)cc2)cc1 (centres undefined)
→ 1, 0, 5, -2, -1, 1, 13, 97, 2.0
51. CCCNC(=O)C1CCN(c2cc(-c3ccccc3)nc3ncnn23)CC1
→ 2, 0, 10, -3, -4, 1, 22, 75, 0.0
52. COc1ccc(NC(=O)c2cc(-c3cccs3)on2)cc1OC
→ -2, -6, -3, 3, 1, 1, 2, 92, -0.1
53. CC(=O)c1ccc(S(=O)(=O)N2CCC(c3nc4ccccc4[nH]3)CC2)cc1
→ 2, 6, -11, 1, 3, -1, 10, 98, 2.5
54. CCCCCCCCNc1ncnc2ccccc12
→ -2, 2, 9, 4, 3, -1, 0, 91, 2.7
55. CCOC(=O)N1CCN(c2nc3c(C)cccn3c(=O)c2C=O)CC1
→ 6, 0, -9, 3, 15, -2, -10, 99, 1.5
56. Cn1c(=O)c2sccc2n2c(CCCC(=O)Nc3ccc(F)cc3F)nnc12
→ 4, 0, -15, -2, 14, 4, -3, 109, 0.4
57. COc1cc(C(=O)OCC(=O)c2cc(C)n(C)c2C)cc(OC)c1OC
→ -1, -5, -1, -4, -5, 3, 5, 81, 1.0
58. COCCCNC(=O)C(F)(F)C(F)(F)C(=O)NCCCOC
→ -7, -6, 12, 0, -1, -6, -5, 106, 0.0
59. COc1ccc(N2C(=O)CC(N3CCN(c4ccccc4)CC3)C2=O)cc1 (centres undefined)
→ 8, 3, -3, 0, -5, -1, 6, 94, 0.4
60. Cn1c(SCC(=O)N(C2CCCCC2)C2CCCCC2)nnc1-c1cccs1
→ 6, 3, -6, -1, -2, -5, 12, 100, 1.2
61. O=C(Cn1cnnn1)OCC(=O)c1ccc(Cl)s1
→ 15, 6, -1, -9, 7, 4, -3, 101, 0.2

# A draw from above in order of length of the SMILES, lowest first:
# Second line of a record – HCV core dimer, PP1 inh, EBNA-1 inhibitor, Fh CTSL1 inh, GASC-1 inh, TPT1 inhibitor, ZTA counter, CR mimetic SO, PP5 primary
32. Cc1ccc(C)c(NC(=O)CCN2CCOCC2)c1
→ -5, -4, -6, 10, 7, 0, 6, 102, -1.8
36. CC(CN1CCCCC1)OC(=O)Cc1ccc(Cl)cc1 (centres undefined)
→ -3, -5, 6, -2, 3, -3, 15, 97, -0.2
31. Cc1ccc(OC(=O)CCC(=O)Nc2ccc(Br)cc2)cc1
→ -5, -1, 3, -2, 0, -2, 5, 99, -1.1
19. O=C(O)c1ccccc1N1C(=O)C2C3CCC(C3)C2C1=O (centres undefined)
→ -1, -1, -4, -3, -1, -1, -1, 108, -1.8
